# NSD2 block – NSD2 (human) methyltransferase inhibition; actives 0.07% (n = 44,000); NSD2-SET H3K36me1 DELFIA fluorescence, biochemical; O96028; inhibition, % at 12.5 µM; in the data active = inhibition above about 54%, passing the limit was not always enough;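 note: inhibitors reduce the monomethyl H3K36 fluorescence signal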
# Target sequence (O96028 whole entry, looked up): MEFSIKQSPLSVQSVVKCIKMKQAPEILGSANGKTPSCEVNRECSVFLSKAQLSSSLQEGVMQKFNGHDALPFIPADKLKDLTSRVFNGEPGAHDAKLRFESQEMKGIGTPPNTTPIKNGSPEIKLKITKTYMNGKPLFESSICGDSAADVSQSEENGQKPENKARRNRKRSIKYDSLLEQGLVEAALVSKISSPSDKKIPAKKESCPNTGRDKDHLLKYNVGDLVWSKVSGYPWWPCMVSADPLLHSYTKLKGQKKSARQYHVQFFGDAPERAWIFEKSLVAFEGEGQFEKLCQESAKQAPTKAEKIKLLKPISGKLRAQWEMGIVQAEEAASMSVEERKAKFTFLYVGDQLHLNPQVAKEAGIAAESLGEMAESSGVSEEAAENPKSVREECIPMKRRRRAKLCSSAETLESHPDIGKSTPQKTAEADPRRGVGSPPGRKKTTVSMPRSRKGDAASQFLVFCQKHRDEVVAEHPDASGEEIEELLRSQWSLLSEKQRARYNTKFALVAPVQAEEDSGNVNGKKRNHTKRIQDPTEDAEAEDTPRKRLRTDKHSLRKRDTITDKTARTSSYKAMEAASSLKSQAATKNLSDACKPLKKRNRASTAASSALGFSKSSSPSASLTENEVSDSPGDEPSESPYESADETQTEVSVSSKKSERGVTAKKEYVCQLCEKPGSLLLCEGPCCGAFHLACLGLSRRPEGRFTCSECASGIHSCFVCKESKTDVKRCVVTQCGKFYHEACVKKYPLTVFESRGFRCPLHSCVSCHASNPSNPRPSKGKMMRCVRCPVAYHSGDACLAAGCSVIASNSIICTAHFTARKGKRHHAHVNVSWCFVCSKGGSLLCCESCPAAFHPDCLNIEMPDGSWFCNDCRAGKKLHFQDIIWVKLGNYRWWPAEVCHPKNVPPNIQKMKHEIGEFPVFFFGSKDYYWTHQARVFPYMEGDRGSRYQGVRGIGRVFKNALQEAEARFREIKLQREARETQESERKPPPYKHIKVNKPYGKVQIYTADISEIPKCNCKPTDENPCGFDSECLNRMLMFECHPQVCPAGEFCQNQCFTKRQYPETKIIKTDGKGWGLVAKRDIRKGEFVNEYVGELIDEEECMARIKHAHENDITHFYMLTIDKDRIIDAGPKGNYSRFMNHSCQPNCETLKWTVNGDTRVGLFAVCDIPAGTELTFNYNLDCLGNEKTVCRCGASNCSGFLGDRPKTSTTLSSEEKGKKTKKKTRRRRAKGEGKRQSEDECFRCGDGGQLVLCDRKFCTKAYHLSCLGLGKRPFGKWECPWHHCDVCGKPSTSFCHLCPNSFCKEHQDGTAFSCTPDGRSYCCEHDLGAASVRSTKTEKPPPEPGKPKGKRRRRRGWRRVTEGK
# Active calls of the source: *. This is a subset; rates above refer to the full screens.
Compound,NSD2 block
COc1ccc(S(=O)(=O)N(C)C[C@H]2Oc3ccc(NC(=O)CCN4CCOCC4)cc3CC(=O)N([C@H](C)CO)C[C@@H]2C)cc1,-1.4
C[C@@H]1CN([C@H](C)CO)C(=O)Cc2cc(NC(=O)C3CC3)ccc2O[C@@H]1CN(C)C(=O)NC1CCCCC1,2.3
COc1ccc(NC(=O)Nc2ccc3c(c2)CC(=O)N([C@@H](C)CO)C[C@@H](C)[C@@H](CN(C)Cc2ccc(Oc4ccccc4)cc2)O3)cc1,23.4
COc1cccc(-c2ccc3c(c2)O[C@@H](CN(C)Cc2ccncc2)[C@H](C)CN([C@@H](C)CO)S3(=O)=O)c1,2.1
COc1ccccc1-c1cnc2c(c1)C(=O)N([C@@H](C)CO)C[C@@H](C)[C@@H](CN(C)Cc1ccc(C(=O)O)cc1)O2,7.1
CNCC[C@@H](Oc1ccccc1C)c1ccccc1,8.7
COc1cc2ccc(=O)oc2c(O)c1OCC=C(C)C,-6.2
C[C@H]1CCCCO[C@H](CN(C)C(=O)Nc2ccc(C(F)(F)F)cc2)[C@@H](C)CN([C@@H](C)CO)C(=O)c2cc(NS(=O)(=O)c3ccc(F)cc3)ccc2O1,-4.4
c1ccc(CCc2nn3c(COc4ccccc4)nnc3s2)cc1,9.4
Cc1ccc(S(=O)(=O)N(C)C[C@@H]2Oc3c(NS(=O)(=O)c4ccc(F)cc4)cccc3C(=O)N([C@@H](C)CO)C[C@@H]2C)cc1,-2.5
C/C=C/c1ccc2c(c1)O[C@@H](CN(C)C(=O)c1ccc3c(c1)OCO3)[C@H](C)CN([C@@H](C)CO)S2(=O)=O,-3.4
C[C@H]1CN([C@@H](C)CO)C(=O)Cc2cc(NS(=O)(=O)c3ccccc3)ccc2O[C@@H]1CN(C)S(=O)(=O)c1cn(C)cn1,-0.7

# Three compounds already listed, ordered by heavy-atom count, highest first.
Compound,NSD2 block
C[C@H]1CCCCO[C@H](CN(C)C(=O)Nc2ccc(C(F)(F)F)cc2)[C@@H](C)CN([C@@H](C)CO)C(=O)c2cc(NS(=O)(=O)c3ccc(F)cc3)ccc2O1,-4.4
COc1ccccc1-c1cnc2c(c1)C(=O)N([C@@H](C)CO)C[C@@H](C)[C@@H](CN(C)Cc1ccc(C(=O)O)cc1)O2,7.1
COc1cccc(-c2ccc3c(c2)O[C@@H](CN(C)Cc2ccncc2)[C@H](C)CN([C@@H](C)CO)S3(=O)=O)c1,2.1

# The list continues:
Compound,NSD2 block
C[C@@H]1CCCCO[C@@H](CN(C)C(=O)Nc2ccccc2)[C@H](C)CN([C@@H](C)CO)C(=O)c2cc(NS(=O)(=O)c3ccccc3)ccc2O1,-1.3
C[C@H]1CN([C@@H](C)CO)C(=O)c2cc(-c3ccccc3F)cnc2O[C@@H]1CN(C)Cc1ccc(F)cc1,3.9
O=C(NCC(O)CO)[C@]1(Cc2ccccc2)N=C(c2ccc(OCCCO)cc2)O[C@@H]1c1ccccc1 (some centres not stated),-6.4
CC(C)NC(=O)[C@@]1(c2ccc([N+](=O)[O-])cc2)CC(=O)N(CC23CC4CC(CC(C4)C2)C3)[C@@H]1c1ccc(CO)cc1,4.2
O=C(NO)c1cccc(C(=O)N/N=C/C2=CCCCC2)c1,2.1
COc1ccc(NC(=O)N(C)C[C@H]2Oc3ccc(NC(=O)C4CC4)cc3CC(=O)N([C@@H](C)CO)C[C@H]2C)cc1,5.8
C[C@H](CO)N1C[C@H](C)[C@@H](CN(C)C(=O)Nc2ccc3c(c2)OCO3)Oc2ccc(NC(=O)CCC(F)(F)F)cc2CC1=O,0.0
C[C@@H]1CCCCO[C@@H](CN(C)Cc2ccccc2)[C@H](C)CN([C@@H](C)CO)C(=O)c2cc(NC(=O)Nc3ccc(C(F)(F)F)cc3)ccc2O1,5.4
C[C@@H]1CCCCO[C@H](CN(C)Cc2ccc(C(F)(F)F)cc2)[C@H](C)CN([C@@H](C)CO)C(=O)c2cc(NS(C)(=O)=O)ccc2O1,-4.5
CN(C)c1ccc(/C=N/NC(=O)CCCCC(=O)NO)cc1,2.3
NS(=O)(=O)c1cc2c(cc1Cl)NC(C1CC3C=CC1C3)NS2(=O)=O (configuration not stated),-1.3
COc1ccc(S(=O)(=O)Nc2cccc3c2O[C@@H](CN(C)C(=O)Nc2ccccc2)[C@H](C)CN([C@@H](C)CO)C3=O)cc1,-4.2
C[C@H]1CN([C@@H](C)CO)C(=O)c2cc(NC(=O)Nc3ccc(F)cc3)ccc2O[C@@H]1CN(C)Cc1ccccc1,-1.2
C[C@@H]1CN([C@@H](C)CO)C(=O)c2cccc(NC(=O)Nc3ccc(C(F)(F)F)cc3)c2O[C@H]1CN(C)Cc1ccc(C(=O)Nc2ccccc2N)cc1,-2.3
CCC(=O)N(C)C[C@H]1Oc2cc(/C=C/c3ccccc3)ccc2S(=O)(=O)N([C@@H](C)CO)C[C@H]1C,-1.3
C[C@@H]1CCCCO[C@@H](CN(C)C(=O)Nc2ccccc2)[C@@H](C)CN([C@@H](C)CO)C(=O)c2cc(NS(=O)(=O)c3ccccc3)ccc2O1,-6.1
CNC[C@@H]1Oc2cc(-c3ccc(OC)cc3)ccc2S(=O)(=O)N([C@H](C)CO)C[C@H]1C,1.5
CC(C)(C)[C@H]1C=C(C(=O)NCc2ccccc2)O[C@@H](OCc2ccc(CO)cc2)C1,1.6
C[C@@H]1CN([C@@H](C)CO)C(=O)c2cccc(NS(=O)(=O)c3ccc(F)cc3)c2O[C@@H]1CN(C)C,2.1
C[C@H](CO)N1C[C@H](C)[C@H](CN(C)C(=O)Nc2ccc(F)cc2)Oc2ccc(NS(=O)(=O)c3cccs3)cc2CC1=O,1.5
C[C@H](O)C#Cc1ccc2c(c1)O[C@H](CN(C)C(=O)C1CCCCC1)[C@@H](C)CN([C@H](C)CO)S2(=O)=O,-7.5
C[C@H](CO)N1C[C@H](C)[C@H](CN(C)Cc2ccc(C(=O)Nc3ccccc3N)cc2)Oc2ccc(NS(=O)(=O)c3ccccc3)cc2C1=O,-4.0
CC(C)NC(=O)N(C)C[C@H]1Oc2ccc(NS(C)(=O)=O)cc2C(=O)N([C@H](C)CO)C[C@@H]1C,-4.2
COc1cccc(-c2cnc3c(c2)C(=O)N([C@H](C)CO)C[C@H](C)[C@H](CN(C)C(=O)NC2CCCC2)O3)c1,5.7
C[C@@H]1CN([C@@H](C)CO)C(=O)c2cc(NS(=O)(=O)c3ccc(Cl)cc3)ccc2O[C@@H](C)CCCCO[C@H]1CN(C)C(=O)Nc1cccc2ccccc12,-2.7
COc1ccc([Si](C)(C)[C@H]2[C@H](CCO)O[C@@]3(C(=O)N(C)c4ccccc43)[C@@H]2C)cc1,-4.2
C[C@@H]1CN([C@@H](C)CO)C(=O)c2cc(NC(=O)NC3CCCCC3)ccc2O[C@@H]1CN(C)Cc1ccccc1,5.3
C[C@@H]1CN([C@@H](C)CO)C(=O)Cc2cc(NC(=O)Nc3cccc4ccccc34)ccc2O[C@H]1CN(C)Cc1ccncc1,13.9
C[C@@H]1CN([C@H](C)CO)C(=O)c2cc(NC(=O)CCN3CCOCC3)ccc2O[C@H]1CN(C)C(=O)NC1CCCCC1,-2.9
COc1ccc(NC(=O)N(C)C[C@@H]2OCc3cnnn3CCCC(=O)N([C@@H](C)CO)C[C@H]2C)c(OC)c1,-3.5
C[C@@H]1CN([C@@H](C)CO)C(=O)Cc2cc(NC(=O)Nc3cccc4ccccc34)ccc2O[C@H]1CN(C)C(=O)Nc1ccc2c(c1)OCO2,4.9
C[C@H](CO)N1C[C@H](C)[C@H](CN(C)Cc2ccc(F)cc2)Oc2ncc(-c3cccc(C(F)(F)F)c3)cc2C1=O,-7.6
C[C@@H](NC(=O)C[C@@H]1CC[C@@H](NC(=O)c2cccnc2)[C@@H](CO)O1)c1ccccc1,36.7
C[C@@H]1CN([C@@H](C)CO)C(=O)Cc2cc(NS(=O)(=O)c3cn(C)cn3)ccc2O[C@H]1CN(C)C(=O)Nc1ccccc1,1.7
Cc1noc(C)c1S(=O)(=O)N(C)C[C@H]1OCc2ccccc2-c2c(n(C)c3ccccc23)C(=O)N([C@H](C)CO)C[C@H]1C,-5.3
COc1ccc(NC(=O)O[C@H]2[C@H](OC(=O)Nc3ccccc3-c3ccccc3)[C@H](OC(=O)Nc3ccccc3-c3ccccc3)[C@@H](OC)O[C@@H]2CO)cc1,-5.2

# Ordered by value in NSD2 block (ascending): some entries from above
structure,NSD2 block
CC(C)NC(=O)N(C)C[C@H]1Oc2ccc(NS(C)(=O)=O)cc2C(=O)N([C@H](C)CO)C[C@@H]1C,-4.2
C[C@H](CO)N1C[C@H](C)[C@H](CN(C)Cc2ccc(C(=O)Nc3ccccc3N)cc2)Oc2ccc(NS(=O)(=O)c3ccccc3)cc2C1=O,-4.0
COc1ccc(S(=O)(=O)N(C)C[C@H]2Oc3ccc(NC(=O)CCN4CCOCC4)cc3CC(=O)N([C@H](C)CO)C[C@@H]2C)cc1,-1.4
CC(C)(C)[C@H]1C=C(C(=O)NCc2ccccc2)O[C@@H](OCc2ccc(CO)cc2)C1,1.6

# Further structures follow:
Compound,NSD2 block
C[C@H]1CCCCO[C@@H](CN(C)S(=O)(=O)c2ccccc2)[C@@H](C)CN([C@@H](C)CO)C(=O)c2cc(NC(=O)c3ccccc3)ccc2O1,3.2
C[C@@H]1CN([C@@H](C)CO)C(=O)c2cc(NC(=O)Cc3ccccc3)ccc2O[C@H]1CN(C)Cc1ccc(C(=O)Nc2ccccc2N)cc1,5.7
Cc1noc(C)c1NC(=O)Nc1ccc2c(c1)CC(=O)N([C@@H](C)CO)C[C@@H](C)[C@H](CN(C)Cc1ccccc1)O2,-5.4
COc1ccc(-c2cnc3c(c2)C(=O)N([C@@H](C)CO)C[C@H](C)[C@@H](CN(C)Cc2cccnc2)O3)cc1,0.6
CNC[C@@H]1OCCCC[C@H](C)Oc2ccc(NC(=O)c3ccncc3)cc2C(=O)N([C@@H](C)CO)C[C@H]1C,9.2
C[C@@H]1CN([C@H](C)CO)C(=O)Cc2cc(NS(=O)(=O)c3cn(C)cn3)ccc2O[C@H]1CN(C)Cc1ccc(C(=O)O)cc1,2.6
CCCC#Cc1ccc2c(c1)O[C@H](CN(C)C(=O)NC(C)C)[C@@H](C)CN([C@@H](C)CO)S2(=O)=O,0.4
CCCNC(=O)N(C)C[C@H]1Oc2cc(C#Cc3cccc(F)c3)ccc2S(=O)(=O)N([C@@H](C)CO)C[C@H]1C,-4.4
C[C@@H]1CN([C@@H](C)CO)C(=O)Cc2cc(NC(=O)C3CCCCC3)ccc2O[C@@H]1CN(C)S(C)(=O)=O,-3.3
C[C@@H]1CN([C@H](C)CO)C(=O)c2cc(/C=C/c3ccccc3)cnc2O[C@H]1CN(C)C(=O)Cc1ccccn1,-15.3
C/C=C/c1cnc2c(c1)C(=O)N([C@@H](C)CO)C[C@@H](C)[C@@H](CN(C)C(=O)C1CCOCC1)O2,-4.6
CC(C)C#Cc1ccc2c(c1)O[C@@H](CN(C)C(=O)c1cccnc1)[C@H](C)CN([C@H](C)CO)S2(=O)=O,3.6
C[C@H]1CN([C@@H](C)CO)C(=O)c2cc(C#CCN(C)C)cnc2O[C@@H]1CN(C)Cc1cccc(C(=O)O)c1,-2.1
C[C@H](CO)N1C[C@H](C)[C@H](CN(C)S(C)(=O)=O)Oc2c(NC(=O)c3nc4ccccc4s3)cccc2C1=O,4.5
O=C(NCc1cccs1)c1cc(-c2ccccc2)oc1C(F)(F)F,-3.7
C[C@@H]1CN([C@@H](C)CO)C(=O)c2cccc(NC(=O)CCCCCC(=O)Nc3ccccc3N)c2O[C@H]1CN(C)C(=O)NC1CCCCC1,-2.8
C=CC[C@]1(C(=O)NCCCOC)N=C(c2ccc(OCCCO)cc2)O[C@H]1c1ccccc1,-1.5
C[C@H](CO)N1C[C@H](C)[C@H](CN(C)Cc2ccc(C(=O)O)cc2)OCCCC[C@H](C)Oc2ccc(NS(=O)(=O)c3cn(C)cn3)cc2C1=O,2.9
CCCC#Cc1ccc2c(c1)O[C@H](CN(C)Cc1ccc3c(c1)OCO3)[C@@H](C)CN([C@@H](C)CO)S2(=O)=O,4.7
Cc1ccc(-c2ccc3c(c2)O[C@@H](CN(C)C(=O)Nc2ccc(C(F)(F)F)cc2)[C@@H](C)CN([C@H](C)CO)S3(=O)=O)cc1,-15.6
C[C@H]1CN([C@@H](C)CO)C(=O)Cc2cc(NC(=O)NC3CCCCC3)ccc2O[C@@H]1CN(C)S(=O)(=O)c1cn(C)cn1,2.5
CCCNC(=O)N(C)C[C@@H]1Oc2cc(-c3ccccc3)ccc2S(=O)(=O)N([C@H](C)CO)C[C@@H]1C,1.8
C[C@H]1CCCCO[C@@H](CN(C)C(=O)NC2CCCCC2)[C@@H](C)CN([C@@H](C)CO)C(=O)c2cc(NC(=O)NC3CCCCC3)ccc2O1,-1.8
CC(C)(O)C(O)COc1c2occc2cc2ccc(=O)oc12 (configuration not stated),10.1
C[C@@H]1CN([C@@H](C)CO)C(=O)CCCn2nncc2CO[C@H]1CN(C)C(=O)C1CC1,3.7
CC(C)NC(=O)Nc1ccc2c(c1)C(=O)N([C@@H](C)CO)C[C@@H](C)[C@@H](CN(C)C(=O)c1ccncc1)OCCCC[C@H](C)O2,2.9
CC1=CC[C@@]2(C)CC[C@@](O)(C(C)C)[C@@H]2[C@@H](O)C1,-0.3
C[C@@H]1CN([C@@H](C)CO)C(=O)c2cc(NC(=O)Nc3ccccc3)ccc2O[C@H]1CN(C)C(=O)Nc1cccc2ccccc12,2.1
COCC#Cc1ccc2c(c1)O[C@@H](CN(C)S(=O)(=O)c1cccc(OC)c1)[C@@H](C)CN([C@H](C)CO)S2(=O)=O,0.9
COc1ccc(-c2cnc3c(c2)C(=O)N([C@H](C)CO)C[C@H](C)[C@H](CN(C)C(=O)Nc2ccccc2)O3)cc1,-7.6
Cc1noc(C)c1NC(=O)N(C)C[C@H]1Oc2ccc(NS(=O)(=O)c3cccs3)cc2C(=O)N([C@H](C)CO)C[C@@H]1C,1.2
CC(C)NC(=O)Nc1ccc2c(c1)C(=O)N([C@@H](C)CO)C[C@@H](C)[C@@H](CN(C)C(=O)C1CCCCC1)OCCCC[C@@H](C)O2,4.1
C[C@H](CO)N1C[C@H](C)[C@H](CN(C)S(=O)(=O)c2cn(C)cn2)Oc2ccc(NC(=O)Cc3cn(C)c4ccccc34)cc2C1=O,-4.8

# Screening data (PubChem)
